From PubChem BioAssay
T cell modulator: modulators of CD8 T cell-vesicle binding, primary screen, mouse 2C CD8+ T cells, flow cytometry; 2C CD8+ T cell-vesicle binding; active compounds read low; calls only at 7 µM; actives 0.068% (n = 330,000); AID 2052, 2009;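 active means response, share of CD8 T cells binding vesicles, and their 90th percentile fluorescence all below set limits, cut at about 80% in these data, passing the limit was not always enough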
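Test system: purified 2C TCR transgenic mouse naive CD8+ T cells. Probe or stimulus: QL9-peptide-loaded Drosophila micro-vesicles bearing Ld, ICAM-1 and B7-1. Incubation: binding step 1.5 h, 37 °C, antibody labelling 20 min, ice. Measured by: flow cytometry of vesicle-bound cells.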
GPR35 antagonists: GPR35 antagonists blocking zaprinast-driven arrestin recruitment, primary screen, imaging, U2OS, beta-arrestin-GFP, zaprinast agonist (AID 2058); G-protein coupled receptor 35 (Homo sapiens); U2OS GPR35 beta-arrestin-GFP translocation imaging, zaprinast antagonism; higher % means a stronger effect; one-dose inhibition, % at 10 µM; IC50 in µM for titrated hits; actives 0.052% (n = 290,000);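 active means inhibition of at least 50% with at least 30 cells and total cytoplasm GFP at most 10,000,000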
LYP inhibition: inhibitors of LYP phosphatase, biochemical, fluorescence intensity, uHTS (AID 1779). actives 0.054% (n = 290,000). recombinant LYP phosphatase, fluorescence intensity; higher % means a stronger effect. inhibition, % at 11.5 µM, or IC50 in µM where a hit was titrated. Tyrosine-protein phosphatase non-receptor type 22 (Homo sapiens); in the data active means inhibition above about 50%;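 further: plate controls were vehicle with enzyme for no effect and no enzyme for full effect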
SV40 large T antigen: SV40 large T antigen inhibitors, biochemical (AID 1903) | SV40 large T antigen ATPase/helicase inhibition assay; higher % means a stronger effect | one-dose inhibition, % at 20 µM; IC50 in µM for titrated hits | actives 0.39% (n = 310,000); in the data active means a potency from the dose series; further: strong numbers were not always called active
Lipid droplet: inhibitors of hepatocyte lipid droplet formation, primary screen, imaging, high-throughput imaging, BODIPY stain. actives 0.4% (n = 240,000). inhibition, % at 6.5 µM. AML12 mouse hepatocytes, oleate lipid droplets;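 active means lipid droplet intensity inhibited by at least 50%, with more than 500 cells counted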
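Assay system: AML12 mouse liver cells | Compound: 6.5 µM single-point dosing | Schedule: Overnight exposure | Technique: Fluorescence imaging, 20x objective, two fields per well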
GPR55 LPI antagonism: GPR55 antagonists blocking LPI-driven arrestin recruitment, primary screen, imaging, U2OS, beta-arrestin-GFP, LPI agonist (AID 2013); G-protein coupled receptor 55 (Homo sapiens); inhibition, % at 10 µM, or IC50 in µM where a hit was titrated; actives 0.13% (n = 290,000); U2OS GPR55 beta-arrestin-GFP translocation imaging, LPI antagonism; higher % means a stronger effect;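 active means spots per cell inhibited over 60%, with over 100 cells counted and total cytoplasm intensity under 500,000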;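 further: U2OS cells stably carrying GPR55 and arrestin-GFP stimulated by 5 µM LPI near EC80; imaged beta-arrestin-GFP aggregate spots per cell after agonist stimulation; plate controls were LPI-stimulated DMSO wells for no effect and DMSO wells without LPI for full effect; some results filed as inactive read as strong as hits; confirmed hits need IC50 under 10 µM and bright autofluorescent wells are also inconclusive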
Rac1 GTP hydrolysis: MgcRacGAP GTPase-activating activity inhibitors, confirmation, biochemical, ADP Hunter fluorescence. MgcRacGAP-stimulated Rac1 GTP hydrolysis, ADP Hunter fluorescence; higher % means a stronger effect; GST-tagged Rac1 F28L mutant substrate. one-dose inhibition, % at 30 µM; IC50 in µM for titrated hits. actives 0.6% (n = 340,000). Rac GTPase-activating protein 1 (Homo sapiens);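 active means first-screen hits whose inhibition reached a set limit at any dose in the follow-up dose series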;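 further: fluorescence reports GDP produced by GAP-driven GTP hydrolysis; strong numbers were not always called active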
NTR1 ag: agonists of NTR1, primary screen, imaging, U2OS cells, beta-arrestin-GFP, high content (AID 493036); NTR1-U2OS beta-arrestin-GFP spot imaging, agonist mode; activation, % at 20 µM; actives 0.17% (n = 330,000);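 active means activation at or above 40% of the spot to cytoplasm intensity ratio, with at least 20 cells analyzed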;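 further: 0% = DMSO without peptide and 100% = 100 nM NTR1 peptide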
Target sequence (P30989 whole entry, looked up): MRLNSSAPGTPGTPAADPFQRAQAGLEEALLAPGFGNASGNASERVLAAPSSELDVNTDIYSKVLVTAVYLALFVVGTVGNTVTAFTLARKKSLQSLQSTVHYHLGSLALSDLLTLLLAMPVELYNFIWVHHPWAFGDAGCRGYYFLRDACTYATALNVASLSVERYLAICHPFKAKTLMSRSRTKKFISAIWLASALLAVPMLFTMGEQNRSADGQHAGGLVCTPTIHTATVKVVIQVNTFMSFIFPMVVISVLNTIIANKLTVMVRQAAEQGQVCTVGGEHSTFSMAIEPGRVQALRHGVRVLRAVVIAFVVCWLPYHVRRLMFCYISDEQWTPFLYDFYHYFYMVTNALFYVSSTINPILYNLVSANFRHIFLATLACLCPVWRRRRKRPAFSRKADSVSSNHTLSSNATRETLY
GPR55 activation: GPR55 agonists via beta-arrestin recruitment, primary screen, imaging, U2OS cells, beta-arrestin-GFP redistribution (AID 1961); G-protein coupled receptor 55 (Homo sapiens); U2OS GPR55 beta-arrestin-GFP redistribution imaging; higher % means a stronger effect; activation, % at 10 µM; hits with a dose series show EC50 in µM; actives 0.048% (n = 290,000);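 active means activation above 40% with more than 50 cells counted in the well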;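 further: U2OS osteosarcoma cells stably expressing GPR55 and beta-arrestin-GFP; plate controls were DMSO negative control for no effect and LPI positive control for full effect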
Lipid droplet cells 6.5 µM: further read-out of Lipid droplet, marked with its call; cell count; measured here: cell count, cytotoxicity flag;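 cells counted across two imaged fields per well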
T cell modulator vesicle-bound %: recorded beside T cell modulator, whose call it bears; double positive events, %; measured here: CD8+ vesicle-bound cell fraction;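 binding gate set so that unloaded-vesicle control wells show 10% double positive cells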
NTR1 ag cell count 20 µM: also measured in NTR1 ag; calls as there; cell count; measured here: cell count, cytotoxicity flag
Active calls of the source: *; i = inactive; nt = no result given.

SMILES	T cell modulator	T cell modulator vesicle-bound %	GPR35 antagonists	LYP inhibition	SV40 large T antigen	Lipid droplet	Lipid droplet cells 6.5 µM	GPR55 LPI antagonism	Rac1 GTP hydrolysis	NTR1 ag	NTR1 ag cell count 20 µM	GPR55 activation
O=C(NCc1nnc(SCC(=O)N2CCCCCC2)o1)c1ccc(F)cc1	i	54	2%	-12%	4%	-7	857	13%	-6%	1.1	64	-0.2%
COC(=O)C1=C(O)/C(=C\c2ccc(CNC(=O)C(=O)Nc3ccc(C)cc3)o2)N=C1C	i	32	4%	-2%	18%	nt	nt	-11%	0%	-0.9	54	0.0%
CCc1nnc(NC(=O)CSc2nc(-c3ccccc3)cc(-c3ccc(F)cc3)c2C#N)s1	i	20	-6%	1%	1%	nt	nt	1%	15%	0.9	73	-0.2%
CCCCC1=CC2=CC(=O)C(C)(OC(=O)CC)C(=O)C2=CN1c1ccc(OC)cc1 (centres undefined)	i	33	-7%	-4%	30%	nt	nt	5%	17%	-0.6	53	-0.2%
O=C(Oc1ccc(Cl)c2ccccc12)N1CCCCC1	i	37	6%	4%	5%	-7	835	6%	8%	2.0	63	-0.1%
Cc1cc(=O)c(C(=O)O)cn1Nc1ccc(Cl)cc1	i	31	2%	-3%	0%	5	825	12%	5%	-0.8	49	-0.1%
Cc1cccc(N2CCN(S(=O)(=O)c3c(C)noc3/C=C/N(C)C)CC2)c1C	i	5	6%	-2%	8%	0	700	1%	6%	2.9	61	-0.2%
COc1cc(CC(=O)Nc2ccc3nc(C)sc3c2)cc(OC)c1OC	i	54	5%	-2%	2%	-8	428	-4%	2%	-1.1	82	-0.1%
COc1cc(CC(=O)O)c(C(C)=O)cc1OC	i	42	-4%	-6%	0%	nt	nt	3%	14%	1.6	27	-0.1%
O=C(Nc1ccc(Cl)cn1)c1ccccc1SCc1ccccc1	i	50	-2%	2%	5%	-15	816	-2%	6%	5.3	54	-0.2%
CC(C)NC(=O)c1onc(CSc2ccccc2F)c1C(=O)O	nt	nt	2%	-6%	11%	nt	nt	5%	6%	-2.3	80	0.2%
COc1ccc(/C=C/C(=O)Nc2cc(C(F)(F)F)ccc2Cl)cc1	i	10	7%	0%	10%	nt	nt	-17%	0%	1.9	65	0.2%
Cc1cc(NC(=O)CSc2nc(CC(C)(C)C)nc3c2c(=O)n(C)c(=O)n3C)no1	i	22	10%	0%	13%	-4	494	4%	3%	15	66	-0.3%
CCC(NC(=S)NC1CCCCC1)c1ccccc1 (centres undefined)	i	73	-4%	-2%	15%	-7	852	-1%	10%	2.2	53	0.2%
NC(=O)C1CCN(C(=S)c2ccc(-c3ccc(Br)cc3)o2)CC1	i	47	4%	6%	-1%	-14	661	12%	nt	1.0	48	-1.0%
CCCSc1nc2sc3c(c2c(=O)[nH]1)CC(C)(CC)OC3 (centres undefined)	i	22	-3%	-5%	1%	8	631	-9%	16%	4.7	73	-0.1%
CC1CCCCN1CC(O)COCc1ccc(Cl)cc1 (centres undefined)	i	22	-11%	-7%	4%	-2	810	-7%	6%	-0.2	51	-0.1%
Cc1ccc(S(=O)(=O)NC(=O)c2ccc(-c3ccc(C)c4ccccc34)o2)cc1	i	21	1%	2%	27%	nt	nt	2%	11%	-3.5	96	0.2%
COCCn1ccc2c(OCC(=O)NCc3ccc(C)cc3)cccc2c1=O	i	52	nt	nt	16%	nt	nt	nt	3%	0.3	71	nt
COc1ccc(-c2nc3ccccc3c(=O)n2CCOc2ccccc2C)cc1	i	19	16%	0%	4%	8	675	3%	-1%	1.2	25	-0.4%
O=C(Cc1ccccc1)Nc1ccc(NC(=O)c2ccco2)nc1	i	60	2%	-2%	10%	nt	nt	49%	-5%	-0.3	54	0.2%
CCc1sc(C(=O)NC(C)C2CCCO2)cc1Br (centres undefined)	i	6	-1%	-7%	10%	-2	811	12%	4%	3.0	47	0.0%
CC1(C)c2ssc(=S)c2-c2ccccc2N1C(=O)c1ccco1	i	14	17%	0%	0%	nt	nt	7%	8%	-0.1	75	-0.2%
COC(=O)c1c(NC(=O)C2CCCCC2)sc2c1CCN(C(C)C)C2	i	9	3%	-6%	1%	34	805	10%	9%	9.7	39	0.0%
O=C(CSc1nc2ccccc2[nH]1)Nc1ccc(F)c(F)c1	i	24	-5%	5%	-2%	-12	606	3%	2%	0.1	58	1.3%

As entered above:
In NTR1 ag cell count 20 µM, CCCSc1nc2sc3c(c2c(=O)[nH]1)CC(C)(CC)OC3 (centres undefined) has 73
In Lipid droplet cells 6.5 µM, CC1CCCCN1CC(O)COCc1ccc(Cl)cc1 (centres undefined) has 810

Later entries
SMILES	T cell modulator	T cell modulator vesicle-bound %	GPR35 antagonists	LYP inhibition	SV40 large T antigen	Lipid droplet	Lipid droplet cells 6.5 µM	GPR55 LPI antagonism	Rac1 GTP hydrolysis	NTR1 ag	NTR1 ag cell count 20 µM	GPR55 activation
COc1cc(C(C#N)N2CCCCC2)ccc1O (centres undefined)	i	41	11%	-8%	nt	nt	nt	5%	11%	-0.7	61	0.2%
Cc1ccccc1OCC(=O)Nc1ccccc1CO	i	55	1%	-10%	-2%	nt	nt	6%	7%	2.3	51	0.5%
O=C(CN1C(=O)NC2NC(=O)NC21)NN=C1CCCC1 (centres undefined)	i	6	0%	-11%	9%	9	556	-7%	9%	0.7	54	-0.2%
CC(=O)OCN(C#N)c1nc(N(C)C)nc(N(C)C)n1	i	20	-2%	-9%	-5%	nt	nt	-5%	-1%	0.9	55	0.3%
Cc1ccc(-n2nnc(-c3cccnc3Cl)n2)cc1	nt	nt	-11%	-7%	5%	-14	672	5%	8%	-0.1	95	-0.1%
CCc1ccccc1NC(=O)C1CCN(C(=O)c2cccs2)CC1	i	11	6%	-3%	6%	-25	781	-9%	3%	1.9	39	-0.1%
Cc1ccc(NS(=O)(=O)c2ccc(NS(=O)(=O)c3cccs3)cc2)cc1	i	51	1%	2%	5%	1	741	-12%	5%	-0.7	51	0.3%
O=C(NCc1ccccn1)[C@@H]1C[C@H]1[C@@H](NP(=O)(c1ccccc1)c1ccccc1)c1ccccc1	i	21	-1%	-8%	8%	0	798	2%	1%	-1.3	98	0.1%
O=[N+]([O-])c1ccc(Sc2nnnn2-c2ccccc2)c(Cl)c1	i	9	0%	-4%	0%	-4	708	11%	-4%	1.9	61	-0.1%
CCCn1nc(C(=O)Nc2nc3ccccc3[nH]2)c2ccccc2c1=O	i	28	-10%	4%	8%	8	655	6%	5%	-1.6	94	0.0%
N#Cc1c(C(F)(F)F)cc(-c2cccs2)nc1SC(C(=O)O)c1ccccc1 (centres undefined)	i	35	nt	nt	28%	nt	nt	nt	2%	5.9	56	nt
Cc1cccc(N(C)c2cc(C)nc3nc(C)nn23)c1	i	44	7%	-5%	-1%	-43	709	6%	0%	14	65	-0.5%
O=S(=O)(NC1CCCCC1Nc1ccccc1)c1ccccc1 (centres undefined)	i	62	-14%	-1%	8%	4	692	5%	6%	-0.5	88	0.1%
Cc1cc(C)cc(NC(=O)CSc2nnc(CN3CCOCC3)n2C)c1	i	14	10%	-3%	8%	4	704	-6%	6%	-2.0	74	0.5%
O=C(NCCCNCc1ccccc1)c1ccncc1	i	28	1%	-4%	6%	nt	nt	-3%	1%	1.1	37	0.1%
CCc1nc(Nc2ccncc2)c2oc3ccccc3c2n1	i	47	2%	-2%	1%	nt	nt	-8%	9%	2.9	87	0.1%
COCCN(C(=O)Nc1ccccc1)c1ccccc1C	i	19	-6%	-10%	1%	8	736	-3%	4%	1.9	89	-0.5%
CCc1ccc2[nH]c(=O)c(CN(CCN3CCOCC3)C(=O)Nc3ccccc3F)cc2c1	i	50	8%	-7%	9%	nt	nt	1%	12%	1.3	42	-0.3%
CCN(CC(=O)NC(C)C)C(=O)C(CCSC)NC(=O)c1cccc(C)c1 (centres undefined)	i	38	8%	-6%	0%	7	792	9%	-4%	1.1	71	0.2%
C/C(=N/NC(=O)C(=O)N/N=C(/C)c1ccccc1)c1ccccc1	i	46	5%	-8%	25%	-25	677	9%	nt	0.3	39	0.0%
CC(=O)Nc1sc2c(c1C#N)CC(C)(C)NC2(C)C	i	43	4%	-12%	19%	-1	683	5%	-1%	1.1	85	-0.1%
CN(C)S(=O)(=O)c1cccc(NC(=O)/C=C/c2ccccc2[N+](=O)[O-])c1	i	60	5%	-2%	3%	1	688	5%	1%	1.4	44	-0.3%
Cc1cccc(N2CCN(C(=O)Cc3ccc(Br)cc3)CC2)c1C	i	21	-15%	-3%	20%	0	728	2%	7%	11	53	-0.2%
CCCc1cc(=O)[nH]c(SCC(=O)N(CC(C)C)C2CCS(=O)(=O)C2)n1 (centres undefined)	i	24	-4%	-5%	0%	-6	776	9%	8%	-1.2	79	-0.1%
CCOC(=O)c1c(C)[nH]c(C)c1S(=O)(=O)NCCCc1ccco1	i	46	1%	-9%	18%	-61	786	-5%	4%	0.1	59	-0.1%
CCC(=O)NC(Cc1ccccc1)c1ccc2c(c1)OCCCO2 (centres undefined)	i	47	8%	-5%	-2%	-15	713	-2%	8%	-1.0	93	0.3%
O=c1[nH]c2cc3c(cc2cc1CN(CCc1ccccc1)Cc1nnnn1CC1CCCO1)OCO3 (centres undefined)	i	24	-19%	4%	-5%	-4	786	1%	3%	1.4	55	-0.2%
CC(C)CN1CCN(Cc2cccc3nccnc23)CC1CCO (centres undefined)	i	57	0%	-8%	6%	-2	708	10%	7%	0.1	90	0.0%
COc1ccccc1NC(=O)Nc1ccnn1Cc1cccs1	i	42	-8%	5%	5%	nt	nt	-14%	7%	-0.9	103	-0.1%
